USP2a inh – blocks human ubiquitin-specific protease USP2a. hit rate 0.01% among 330,000. USP2 core, Ub-CHOP2 coupled fluorogenic reporter, 485/531. Potency, µM (highest dose often 38.3 µM), inactives show top-dose activity change, negative = inhibition, hits mostly inhibitors. O75604;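 also: potency is read from the fitted curve at half-maximal effect; plate controls were DMSO wells for no effect and full inhibition by NEM control for full effect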
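Cell-free coupled assay: 10nM USP2 core preincubated 30min RT with compound in Tris-HCl pH 8.0/CaCl2/CHAPS buffer, then 25nM Ub-CHOP2 and 25nM reporter substrate; fluorescence (Ex 485/Em 531) read after 60min RT, normalized to NEM inhibition, concentration-response curves fitted.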
MBNL1-CUG inh – blocks human MBNL1 binding to CUG repeat RNA. hit rate 0.036% among 280,000. Potency, µM (top dose mostly 57.5 µM), for the others: at the highest dose activity change, negative = inhibition, hits mostly inhibitors. TR-FRET MBNL1-His/biotin-(CUG)12 binding, 665/545 ratio. AID 2675; active = well fitted inhibition curve with a large enough effect in the signal ratio, with a control signal flat, not every such curve was filed as active; inconclusive = small, poorly fitted or top-dose-only effect, or effect the other way, or a change in a side signal; inactive = no such curve, though single readings can be large or run the other way; the % refers to the signal ratio; also: potency is read from the fitted curve at half-maximal effect; % is scaled to controls: 0 for no effect and ±100 for the full control effect
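MBNL1-His + Biotin-(CUG)12, cpd titration 92 nM–58 uM; Tb anti-His Ab 0.055 ng/ul, SA-XL665 5 nM (final); 60 min RT; ratiometric 665/545 nm, Ex 340 nm; normalized to buffer and full-complex controls.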
ASM inhibitor – blocks human secretory acid sphingomyelinase | hit rate 0.006% among 340,000 | P17405 | placental ASM, HMU-PC fluorogenic substrate, 60 min | AID 504937 | Potency, µM (series often up to 57.5 µM), inactives show top-dose activity change, negative = inhibition, usual class: inhibitors; also: potency is read from the fitted curve at half-maximal effect
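Human placenta-derived ASM enzyme was preincubated with compound for 10 minutes at room temperature, then given fluorogenic substrate HMU-PC0 (9 uM final) for 60 minutes at 37 °C; a pH 10 stop preceded fluorescence reading at Ex 386/Em 447 nm.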
GALK inhibitor – inhibitors of human galactokinase. hit rate 0.007% among 270,000. P51570. AID 1868. Potency, µM (series often up to 57.5 µM), for inactives: at the highest dose activity change, negative = inhibition, usual class: inhibitors. Purified GALK, Kinase-Glo residual ATP luminescence; also: potency is read from the fitted curve at half-maximal effect; % is scaled to controls: 0 for no effect and ±100 for the full control effect
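5 nM enzyme, 35 uM ATP, 100 uM galactose, 20 mM HEPES pH8.0, 5 mM MgCl2; 1 h RT; residual ATP by Kinase-Glo Plus luminescence, qHTS format.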
PKM2 activator – PKM2 (human) enzyme activation; purified PKM2, Kinase-Glo ATP luminescence, activation; response scale: 0% is enzyme alone, no compound; Potency, µM (top dose mostly 57.5 µM), inactives show at the top dose activation, most hits filed as activators; hit rate 0.34% among 260,000; AID 1631; also: potency is read from the fitted curve at half-maximal effect; % is scaled to controls: 0 for no effect and ±100 for the full control effect; nearly all actives have a fitted effect of over 55% in size
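Purified hPK-M2 (>95% pure) converted ADP (0.1 mM final) to ATP with 0.5 mM PEP in 50 mM imidazole pH7.2, KCl, MgCl2, Tween 20, BSA; 1 h at room temperature. ATP detected by Kinase-Glo luminescence.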
Mito fusion act – inhibitors of mitochondrial division or activators of mitochondrial fusion; hit rate 0.23% among 320,000; Potency, µM (top dose mostly 46.1 µM), inactives show at the top dose growth rescue (activation), usual class: activators; S. cerevisiae fusion-defective mutant growth rescue, CellTiterGlo 48 h;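 also: potency is read from the fitted curve at half-maximal effect; % of control where 0% means no effect; nearly all actives have a fitted effect of over 45% in size; temperature-sensitive fusion mutants such as fzo1-1 at 37 °C on non-fermentable ethanol glycerol medium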
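Compounds are tested for their ability to restore growth of mitochondrial fusion-defective yeast strains at non-permissive 37C in YPEG medium over 48 hours. Viability is quantified by luciferase luminescence.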
Menin MLL FP TR – displaces Texas Red mutant MLL peptide from human menin | AID 1768 | Menin + Texas Red MLL mutant peptide, fluorescence polarization | Potency, µM (doses to about 61.6 µM), for the others: at the highest dose FP activity change, negative = inhibition, most hits filed as inhibitors | hit rate 0.23% among 270,000; active = well fitted inhibition curve with a large enough effect in the polarisation, with a control signal flat, not every such curve was filed as active; inconclusive = small, poorly fitted or top-dose-only effect, or effect the other way, or a change in a side signal; inactive = no such curve, though single readings can be large or run the other way; the % refers to the polarisation; also: potency is read from the fitted curve at half-maximal effect; % of control where 0% means no effect; many of its hits are not listed in these tables
TSHR antag – blocks TSH signaling through the human TSH receptor. hit rate 0.2% among 330,000. P16473. TSHR-expressing cells, TSH-stimulated cAMP HTRF, 2 h; stronger effect = lower value. activity change, negative = inhibition, % at 11.5 µM;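 active = activity change below a set negative limit, meaning inhibition stronger than a set level, cut at about -70% in these data; inconclusive = activity change between two set negative limits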; also: % is scaled to controls: 0 for no effect and ±100 for the full control effect
Target sequence (P16473 whole entry, looked up): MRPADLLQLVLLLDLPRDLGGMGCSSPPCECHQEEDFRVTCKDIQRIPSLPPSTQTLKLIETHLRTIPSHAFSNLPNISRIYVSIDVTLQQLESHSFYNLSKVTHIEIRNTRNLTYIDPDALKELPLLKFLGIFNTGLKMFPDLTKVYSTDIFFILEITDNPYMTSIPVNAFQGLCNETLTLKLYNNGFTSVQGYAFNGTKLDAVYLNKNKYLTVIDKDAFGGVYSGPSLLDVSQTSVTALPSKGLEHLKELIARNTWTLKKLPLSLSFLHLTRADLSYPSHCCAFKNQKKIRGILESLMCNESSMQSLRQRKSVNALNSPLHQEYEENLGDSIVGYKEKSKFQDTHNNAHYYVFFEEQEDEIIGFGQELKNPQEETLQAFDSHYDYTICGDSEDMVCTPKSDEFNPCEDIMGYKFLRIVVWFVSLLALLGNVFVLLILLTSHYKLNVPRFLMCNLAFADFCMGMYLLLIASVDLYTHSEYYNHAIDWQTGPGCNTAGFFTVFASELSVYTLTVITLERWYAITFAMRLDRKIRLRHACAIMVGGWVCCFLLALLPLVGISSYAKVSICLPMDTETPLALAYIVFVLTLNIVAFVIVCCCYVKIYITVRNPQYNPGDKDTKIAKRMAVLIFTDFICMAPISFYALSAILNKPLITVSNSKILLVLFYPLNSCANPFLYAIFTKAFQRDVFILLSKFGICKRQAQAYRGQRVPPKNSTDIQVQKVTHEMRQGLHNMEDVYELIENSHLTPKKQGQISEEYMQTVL
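TSHR-expressing cells were treated with compounds, then stimulated with TSH at EC80 (4nM final) for 2 hours at 37 deg C. Cellular cAMP was measured by HTRF competition between lysate cAMP and cAMP-d2 for a cryptate-labelled anti-cAMP antibody.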
Chronic BCR inh – inhibitors of chronic active B-cell receptor signaling; ABC-DLBCL IkBa-CBG/CBR reporter, luminescence ratio, 4 h; Potency, µM (top dose mostly 46.1 µM), inactives show at the top dose ratio change, negative = lower green/red ratio, most hits filed as inhibitors; hit rate 0.05% among 340,000; AID 493014; active = well fitted inhibition curve with a large enough effect in the signal ratio, with a control signal flat, not every such curve was filed as active; inconclusive = small, poorly fitted or top-dose-only effect, or effect the other way, or a change in a side signal; the % refers to the signal ratio;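 also: potency is read from the fitted curve at half-maximal effect; plate controls were basal doxycycline-induced cells for no effect and cells given 10 µM MG132 for full effect; MG132 reads +100%, hits lower the ratio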
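TMD8 human ABC-DLBCL cells with doxycycline-inducible IκBα–green luciferase fusion and unfused red luciferase, in 0.5% FBS medium; compounds up to 46 uM, 4 h at 37C. Green/red luminescence ratio, filter-overlap corrected, fitted to concentration-response curves.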
Eya2 phos inh – Eya2 (human) phosphatase inhibition; O00167; Potency, µM (series often up to 76.9 µM), for the others: at the top dose activity, negative = inhibition, usual class: inhibitors; hit rate 0.006% among 330,000; recombinant Eya2, OMFP fluorescence dephosphorylation (OMFP is methylfluorescein phosphate); also: potency is read from the fitted curve at half-maximal effect; % is scaled to controls: 0 for no effect and ±100 for the full control effect
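Eya2 protein (added as 0.2 uM solution) was preincubated with compound for 10 min at ambient temperature in 50 mM HEPES pH 7.5, 50 mM NaCl, 5 uM MgCl2, 0.05% BSA, 1 mM DTT. OMFP (added at 50 uM) then reacted 10 min; fluorescence read at 485/525 nm.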
KCNH2 WT inh – blocks the wildtype human KCNH2 potassium channel; Q12809; U2OS, BacMam KCNH2, thallium flux FluxOr; stronger effect = lower value; activity change, % at 1.84 µM; hit rate 0.37% among 340,000;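 active = maximum activity change below -70%; inconclusive = maximum activity change between -70% and -50%; inactive = maximum activity change above -50%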; also: % is scaled to controls: 0 for no effect and ±100 for the full control effect
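U2OS cells were transduced with wild-type KCNH2 virus (2.03 x 10^8 / mL) for 4 h at room temperature, then cultured overnight at 37 C. Thallium flux was read with FluxOr dye. Rate constants were normalized to DMSO controls.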
Active calls of the source: *; i = inactive; u = inconclusive; x = not tested or not shown; [ ] = another dose, or the depositor's remark. Unless noted, calls follow the shape of the dose curve; as a rule, active = well fitted curve in the direction sought with a large enough effect; inconclusive = small, poorly fitted or top-dose-only effect, or another doubt; inactive = no such curve, though single readings can be large; an effect the other way counts as inactive or inconclusive.

SMILES | USP2a inh | MBNL1-CUG inh | ASM inhibitor | GALK inhibitor | PKM2 activator | Mito fusion act | Menin MLL FP TR | TSHR antag | Chronic BCR inh | Eya2 phos inh | KCNH2 WT inh
O=C(CCCCn1c(=O)c2ccccc2n(CC(=O)Nc2ccccc2)c1=O)NCc1ccco1 | 0% | 8% | 0% | 2% | 16% | -2% | -25% | 6 | -14% | -4% | 4
FC(F)(F)c1nnc2sc(-c3cccs3)nn12 | 0% | 3% | 3% | 3% | 0% | 4% | 5% | -2 | 0% | -16% | -15
CCn1nc(NC(=O)c2ccncc2)c2cc3cc(C)ccc3nc21 | 1% | u | 27% | -2% | 6% | 14% | -7% | -6 | 12% | 9% | 1
CCCN(Cc1nc2cc(Cl)ccc2c(=O)[nH]1)C(=O)c1ccc(S(=O)(=O)N2CCCC2)cc1 | 0% | x | -7% | x | x | -2% | x | 1 | u | -1% | 5
Cn1c(=O)c2ccccc2n(Cc2cccc(F)c2)c1=O | 1% | 5% | 5% | 0% | -2% | -1% | -15% | -13 | 1% | 1% | 5
O=C(NC(=S)Nc1ccc(N2CCOCC2)cc1)c1cccs1 | -6% | 14% | -8% | 4% | 5% | -3% | u | 4 | -3% | -11% | -6
Cc1cc(S(=O)(=O)N2CCOCC2)ccc1OCC(=O)N1CCCCC1 | 3% | -3% | -2% | -1% | 0% | 16% | -9% | -2 | -12% | -6% | 2
CN(Cc1cccc(Cl)c1)C(=O)C1CCC(=O)N(C2CC2)C1 (stereo not drawn) | 2% | 3% | 0% | 0% | x | 11% | 3% | -7 | 0% | -9% | -11
CCn1cc(CN2CCC(C(=O)Nc3cccc(-c4cccc(OC)c4)c3)CC2)c(C)n1 | 0% | -3% | 27% | -3% | -6% | -1% | x | -1 | 1% | 6% | 21
COc1ccccc1C(=O)NC(CCSC)C(=O)NNC(=O)c1ccc(F)cc1 (stereo not drawn) | 1% | -5% | 7% | -7% | -5% | 2% | x | 2 | 0% | 1% | 25
NC(=O)Nc1ccc(Oc2c(F)c(F)c(F)c(F)c2F)cc1 | -3% | -7% | 4% | 8% | 1% | 23% | 7% | -7 | -5% | -8% | -3
O=c1[nH]c2cc3c(cc2cc1C(c1nnnn1CC1CCCO1)N1CCCC1)OCO3 (stereo not drawn) | -5% | 12% | 154%[activator] | -3% | -2% | 0% | 2% | 3 | u | -16% | -9
CCSc1nc2ccc(N3C(=O)C4C5C=CC(C5)C4C3=O)cc2s1 (stereo not drawn) | 4% | -2% | 1% | -6% | 1% | 1% | 1% | -10 | 22% | 5% | 0
c1cc2c(cc1OCCNC1CCCC1)CCC2 | 2% | -3% | x | 8% | -2% | 0% | -22% | 2 | 13% | -3% | x
CCOC(=O)Cc1csc(NC(=O)Nc2cccc(OC)c2)n1 | 2% | -4% | -5% | -2% | -1% | 4% | x | 16 | u | 5% | -10
O=C(CCNC(=O)c1ccc([N+](=O)[O-])cc1)NCc1cccs1 | 1% | x | 2% | x | x | x | x | 0 | 0% | 6% | -1
COc1ccc(CCNC(=O)CCc2ccc(S(=O)(=O)NCC(C)C)cc2)cc1 | 1% | 5%[11.5 µM] | 0% | x | -5% | -8% | -1% | -4 | -3% | 2% | -4
COC(=O)C1(Cc2cc(-c3ccc(OC)cc3OC)no2)CCN(C(=O)OC(C)(C)C)CC1 | 3% | -2% | -5% | x | -9% | -2% | -12% | -1 | u | -8% | -9
c1ccc(-c2nnc(-c3c[nH]c4ccccc34)nc2-c2ccccc2)cc1 | -1% | -4% | -25% | 1% | -2% | 4% | u | -5 | u | -16% | -10
CCCc1cc(=O)oc2cc(C)cc(OCC(=O)N[C@@H](CSCc3ccccc3)C(=O)O)c12 | 3% | 0% | 20% | x | 6% | -2% | 10% | 3 | -1% | 14% | -5

Four consecutive entries already listed:
SMILES | USP2a inh | MBNL1-CUG inh | ASM inhibitor | GALK inhibitor | PKM2 activator | Mito fusion act | Menin MLL FP TR | TSHR antag | Chronic BCR inh | Eya2 phos inh | KCNH2 WT inh
O=C(CCCCn1c(=O)c2ccccc2n(CC(=O)Nc2ccccc2)c1=O)NCc1ccco1 | 0% | 8% | 0% | 2% | 16% | -2% | -25% | 6 | -14% | -4% | 4
FC(F)(F)c1nnc2sc(-c3cccs3)nn12 | 0% | 3% | 3% | 3% | 0% | 4% | 5% | -2 | 0% | -16% | -15
CCn1nc(NC(=O)c2ccncc2)c2cc3cc(C)ccc3nc21 | 1% | u | 27% | -2% | 6% | 14% | -7% | -6 | 12% | 9% | 1
CCCN(Cc1nc2cc(Cl)ccc2c(=O)[nH]1)C(=O)c1ccc(S(=O)(=O)N2CCCC2)cc1 | 0% | x | -7% | x | x | -2% | x | 1 | u | -1% | 5

(list continues)
SMILES | USP2a inh | MBNL1-CUG inh | ASM inhibitor | GALK inhibitor | PKM2 activator | Mito fusion act | Menin MLL FP TR | TSHR antag | Chronic BCR inh | Eya2 phos inh | KCNH2 WT inh
CC(=O)Nc1c([N+](=O)[O-])cc(C)c(Cl)c1[N+](=O)[O-] | 1% | u | 3% | -1% | 12% | -6% | 11% | 0 | 6% | -4% | i
COCCCn1c(C(C)C)nc2oc3cc(OC)ccc3c(=O)c2c1=O | -2% | 3% | -2% | -4% | -5% | 0% | -11% | -6 | 4% | -5% | -2
CC(C)Oc1ccc(N2CC(C(=O)Nc3ccc(N4CCOCC4)cc3)CC2=O)cc1 (stereo not drawn) | -1% | 5% | 0% | 0% | -1% | 4% | -10% | 9 | 18% | 10% | 3
COc1ccc(CN2CC(C(=O)NCC3CCCO3)CC2=O)cc1 (stereo not drawn) | -1% | 5% | 0% | 7% | -2% | 0% | -18% | -3 | 2% | -6% | -3
CC(C)c1ccc(S(=O)(=O)/N=C2/C=C(Sc3ncn[nH]3)C(=O)c3ccccc32)cc1 | -3% | u | -9% | -9% | -28% | -23% | u | -41 | u | -14% | -10
O=C(c1n[nH]c2ccccc12)N1CCN(S(=O)(=O)c2ccc3ccccc3c2)CC1 | -8% | -1% | -12% | -4% | -16% | 26% | u | -4 | -18% | -28% | -6
CCN(CC)Cc1c(O)ccc2occ(C(=O)c3ccc(OC)cc3)c12 | -2% | 1% | -4% | 0% | -5% | -6% | 14% | -3 | u | -32% | 3
N#C/C(=C\c1ccc(N2CCCCC2)o1)C(N)=O | u | u | -15% | 2% | 16% | 5% | -1% | -15 | 0% | 4% | -7
COCCCn1c(=O)c2sccc2n2c(CCCC(=O)NCc3ccccc3)nnc12 | 4% | -10% | 0% | -1% | x | 1% | -10% | -10 | 1% | 1% | -11
CN1C(=O)CC(NNC(=O)c2ccccc2)C1=O (stereo not drawn) | 1% | 2% | 3% | -4% | 2% | -1% | -21% | 10 | 1% | 1% | 9
Cc1ccccc1CSCCNC(=O)CCSc1ccccc1 | -2% | -5% | 0% | -3% | -2% | 2% | 10% | -14 | 0% | 3% | -2
COc1ccc(S(=O)(=O)N2CCc3cc(OC)c(OC)cc3C2)cc1 | 2% | -5% | 0% | 0% | 7.9µM* | -6% | x | 3 | -10% | 10% | 1
Cc1sc(-n2c(C)cc(/C=N/n3cnnc3)c2C)c(C#N)c1C | 1% | 2% | -4% | 4% | 6% | 0% | -12% | -9 | -1% | 5% | 2
CCCCNC(=O)c1onc(CSc2cc(C)cc(C)c2)c1C(=O)O | 1% | -7% | 16% | -5% | -1% | 3% | 44%[activator] | -13 | 17% | 3% | -12

Bioassay records (PubChem BioAssay)

Some of the compounds tested; rates above refer to the full screens.
